FXIIa inh: factor XIIa (human) inhibition. AID 800. inhibition, % at 5 µM. purified FXIIa, Boc-QGR-AMC fluorogenic substrate, 2 h. hit rate 0.3% among 220,000; in the data active = inhibition above about 40%;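 also: 0% = enzyme with no compound and 100% = blank without enzyme; many of its hits are not listed in these tables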
p97 ATPase inh: inhibitors of human p97 ATPase | hit rate 0.42% among 220,000 | recombinant p97 ATPase, Kinase-Glo ATP luminescence, 3 h | AID 1481 | P55072 | inhibition, % at 8 µM; in the data active = inhibition above about 15%;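 also: 0% = DMSO vehicle and 100% = wells lacking enzyme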
Wee1 stabilizer: inhibitors of human Wee1 degradation. P30291. HeLa Luc-Wee1K328M stability, luciferase luminescence; 100% = proteasome inhibitor MG132 effect. reporter increase, % at 5 µM. hit rate 1.2% among 220,000. AID 1321;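 active = activation above the mean of all tested compounds plus 3 SD, set per screening run, cut at about 8.8% in these data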;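 also: cells exposed to compound for 20 h before luminescence read; 0% = DMSO alone and 100% = MG132 at 30 µM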
Target sequence (P30291 whole entry K328M): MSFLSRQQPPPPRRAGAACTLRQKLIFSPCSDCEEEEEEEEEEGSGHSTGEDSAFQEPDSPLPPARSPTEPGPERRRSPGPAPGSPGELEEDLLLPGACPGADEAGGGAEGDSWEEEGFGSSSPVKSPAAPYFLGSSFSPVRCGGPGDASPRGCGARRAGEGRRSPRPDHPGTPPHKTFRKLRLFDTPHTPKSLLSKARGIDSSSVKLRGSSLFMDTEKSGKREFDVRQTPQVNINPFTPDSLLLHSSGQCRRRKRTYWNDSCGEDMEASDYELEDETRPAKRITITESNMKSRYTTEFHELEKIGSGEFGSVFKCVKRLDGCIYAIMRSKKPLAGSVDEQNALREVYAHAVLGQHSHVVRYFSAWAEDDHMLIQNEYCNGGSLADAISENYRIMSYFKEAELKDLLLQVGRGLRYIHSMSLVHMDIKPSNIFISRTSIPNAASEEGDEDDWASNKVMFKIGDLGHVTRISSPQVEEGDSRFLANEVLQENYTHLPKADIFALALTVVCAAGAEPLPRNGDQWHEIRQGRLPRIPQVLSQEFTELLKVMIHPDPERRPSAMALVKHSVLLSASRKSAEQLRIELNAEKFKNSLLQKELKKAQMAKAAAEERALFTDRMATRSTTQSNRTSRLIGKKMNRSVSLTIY
KLK5 inh: inhibitors of human kallikrein 5 | Q9Y337 | recombinant hK5, fluorogenic AMC substrate cleavage | inhibition, % at 5 µM | hit rate 0.59% among 210,000;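 active = inhibition of 40% or more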;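 also: 0% = enzyme controls without compound and 100% = no-enzyme blanks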
Rad51 HR inh: Rad51 (human) homologous recombination inhibition; Q06609; inhibition, % at 10 µM; hit rate 0.085% among 200,000; hRad51 DNA strand exchange, fluorescence dequenching;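 active = inhibition above 40% at the single screening dose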;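 also: 0% = DMSO control wells and 100% = blanks with heterologous ssDNA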
Target sequence (Q06609 whole entry, looked up): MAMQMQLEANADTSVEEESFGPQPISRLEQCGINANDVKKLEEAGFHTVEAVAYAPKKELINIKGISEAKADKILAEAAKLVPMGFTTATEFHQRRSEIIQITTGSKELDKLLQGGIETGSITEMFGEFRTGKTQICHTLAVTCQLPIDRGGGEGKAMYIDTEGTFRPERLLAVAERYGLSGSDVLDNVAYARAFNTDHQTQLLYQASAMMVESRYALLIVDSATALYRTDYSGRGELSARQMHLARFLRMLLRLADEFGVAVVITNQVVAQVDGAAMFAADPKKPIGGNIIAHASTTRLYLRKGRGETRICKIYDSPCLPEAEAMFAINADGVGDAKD
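Test system: preformed human Rad51 ssDNA filaments; also added: Donor/quencher-labelled 47-bp dsDNA substrate; doses: 10 µM final, single point; times: 37 °C 15-min filament assembly, 30-min compound preincubation, 15-min exchange; detection: FRET fluorescence dequenching, excitation 485 nm, emission 520 nm; read-out basis: Fluorescence-based percent inhibition, control- and blank-normalised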
FXIa inh: blocks human coagulation factor XIa protease activity; P03951; hit rate 0.14% among 220,000; inhibition, % at 5 µM; AID 798; purified FXIa, Boc-Glu-Ala-Arg-AMC fluorogenic substrate;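 active = inhibition of at least 40%; inactive = inhibition below 40%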;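 also: fluorescence of freed AMC excited at 355 nm; 0% = enzyme without compound and 100% = no enzyme blank; many of its hits are not listed in these tables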
14-3-3 Bad PPI: disrupts binding of bovine 14-3-3 zeta to phospho-Bad peptide; TR-FRET 14-3-3zeta/Dy647-pBad peptide displacement, 1 h; inhibition, % at 21.7 µM; P63103; AID 781; hit rate 0.71% among 220,000;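 active = inhibition above about 70%, limit read from the data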;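 also: 0% = full 14-3-3 plus peptide FRET controls and 100% = background without 14-3-3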
Mdm2 ligase inh: inhibitors of human Mdm2 E3 ubiquitin ligase; Q00987; cell-based MDM2 ubiquitination luciferase reporter, 2 h; 0 = plate control, 100 = twice control, blank-subtracted; signal enhancement, % at 5 µM; hit rate 0.11% among 210,000;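 active = signal enhancement of 30% or more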;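 also: luminescence tracks abundance of the self-degrading MDM2-luciferase fusion protein; higher signal means inhibition of MDM2 E3 ligase activity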
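Test system: stable mammalian line carrying autodegrading MDM2–luciferase fusion reporter; quantity: 2000 cells in each well; times: 4 h cell settling then 2 h compound exposure, 37 °C; detection: luminescence with SteadyLite reagent, 15 min at room temperature; evaluation: percent signal gain over controls, blank-subtracted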
eIF4E 4G PPI: inhibitors of eIF4E and eIF4G interaction in translation initiation. TR-FRET eIF4E-eIF4GI(517-606) binding, 2 h. inhibition, % at 21.7 µM. hit rate 0.37% among 220,000;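 active = inhibition above about 30%, limit read from the data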;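 also: 0% = full FRET control wells and 100% = background wells lacking eIF4GI fragment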
The depositor's hits bear a star; . = not tested or not shown; [ ] = another dose, or the depositor's remark.

SMILES	FXIIa inh	p97 ATPase inh	Wee1 stabilizer	KLK5 inh	Rad51 HR inh	FXIa inh	14-3-3 Bad PPI	Mdm2 ligase inh	eIF4E 4G PPI
NC(=S)N/N=C\c1ccc(-c2cccc(Cl)c2Cl)o1	23	-5	-1	-6	-1	24	-1	-19	3
CCOC(=O)N1CCN(C(=O)CCN2C(=O)COc3ccccc32)CC1	22	-2	6	6	3	15	-2	-13	6[fluorescence artefact?]
Cc1ccc(NC(=O)CSc2nc(N)cc(=O)[nH]2)cc1S(=O)(=O)N1CCOCC1	8	12	-2	-5	20	6	-4	-11	1
CCOC(=O)C1(Cc2ccc(OC)cc2)CCN(C(=O)c2cccc3nccnc23)CC1	5	-1	1	.	.	0	-4	-14	4
Cc1cccn2cc(COc3ccc(-c4ccccc4)cc3)nc12	0	0	0	-15	10	5	79*	1	2
COc1ccc(CC(=O)NC2CCCc3ccccc32)cc1 (stereo not drawn)	2	2	-2	-6	-16	-4	-4	-11	6
COc1ccc(-n2nc3c(N)n[nH]c3cc2=O)cc1	4	-1	-2	-8	-9	-2	-8	3	-1
O=C(Nc1nnc(SCc2c(Cl)cccc2Cl)s1)C1CC(=O)N(c2ccc3c(c2)OCCO3)C1 (stereo not drawn)	.	4	0	-5	1	-3	12	4	13
CCN(CC)CCCN=Cc1c(O)n(-c2c(C)cccc2C)c(=O)c2ccccc12	7	2	0	2	.	1	-7	-13	-2
NC(=O)C1CCN(Cc2nc(-c3ccccc3)no2)CC1	8	4	3	-14	-5	6	-6	5	-5
O=C1N/C(=N/O)S/C1=C\c1ccccc1-n1cccn1	3	10	-2	-2	-15	-3	-7	-3	-1
N#Cc1nc(-c2ccco2)oc1NCCCn1ccnc1	13	3	1	-10	3	-3	-11	-16	-3

Fetched one by one from the entries so far, 5 records:
SMILES	FXIIa inh	p97 ATPase inh	Wee1 stabilizer	KLK5 inh	Rad51 HR inh	FXIa inh	14-3-3 Bad PPI	Mdm2 ligase inh	eIF4E 4G PPI
N#Cc1nc(-c2ccco2)oc1NCCCn1ccnc1	13	3	1	-10	3	-3	-11	-16	-3
NC(=O)C1CCN(Cc2nc(-c3ccccc3)no2)CC1	8	4	3	-14	-5	6	-6	5	-5
O=C1N/C(=N/O)S/C1=C\c1ccccc1-n1cccn1	3	10	-2	-2	-15	-3	-7	-3	-1
Cc1cccn2cc(COc3ccc(-c4ccccc4)cc3)nc12	0	0	0	-15	10	5	79*	1	2
NC(=S)N/N=C\c1ccc(-c2cccc(Cl)c2Cl)o1	23	-5	-1	-6	-1	24	-1	-19	3

The main list resumes, starting two compounds before the break.
SMILES	FXIIa inh	p97 ATPase inh	Wee1 stabilizer	KLK5 inh	Rad51 HR inh	FXIa inh	14-3-3 Bad PPI	Mdm2 ligase inh	eIF4E 4G PPI
O=C1N/C(=N/O)S/C1=C\c1ccccc1-n1cccn1	3	10	-2	-2	-15	-3	-7	-3	-1
N#Cc1nc(-c2ccco2)oc1NCCCn1ccnc1	13	3	1	-10	3	-3	-11	-16	-3
COc1ccc([C@H]2CC(=O)c3c(O)cc(O)cc3O2)cc1O	9	6	-2	-2	7	2	0	-5	2
S=c1nn[nH]n1C12CC3CC(CC(C3)C1)C2	3	-6	0	-17	-1	1	24[fluorescence artefact?]	-6	3[fluorescence artefact?]
CCOC(=O)c1c(NC(=O)CSc2nnnn2-c2ccc(OC)cc2)sc(C)c1C	-1	1	0	-12	.	-15	42	-15	30*
Clc1ccccc1CSc1nnc(-c2ccccn2)n1Cc1ccco1	11	-6	0	0	0	-5	3	-8	5
CCN(CC)C(=O)COC(=O)c1ccc(O)cc1	4	0	-3	-7	-4	-3	-12[fluorescence artefact?]	-3	1[fluorescence artefact?]
CCCc1cc(N2CCCC2)n2nc(C)c(-c3ccccc3)c2n1	6	4	1	-3	7	-4	-14[fluorescence artefact?]	-4	13
Cc1noc(C)c1C(=O)OCC(=O)Nc1cc(Cl)ccc1Oc1ccccc1	19	-3	-1	32	1	3	-1	-4	-10
COc1ccc(O[C@H]2C=C[C@@H](c3ccccc3)O[C@@H]2COC(=O)CC/C(C)=N/O[C@@H](C)CN2CCCCc3nc(C)c(C)cc32)cc1	12	-1	1	-8	.	5	-2	.	-2[fluorescence artefact?]
C=CCn1c(SCC(=O)Nc2ccc3c(c2)OCO3)nnc1-c1ccccc1	6	3	-3	-6	-11	-8	2	-23	3
Cc1c(CCOC(=O)C23CC4CC(CC(C)(C4)C2)C3)sc[n+]1Cc1ccccc1	2	0	-1	-1	7	-2	0	-16	-3
O=C(/C=C/c1ccc(-c2ccccc2[N+](=O)[O-])o1)c1ccc(Br)cc1	15	5	1	10	4	0	-5	16	4
COCCNc1oc(-c2ccc(Cl)cc2)nc1C#N	-31	-3	3	-56	.	-18	.	-13	.
CCOc1ccc2nc(NC(=O)CSc3nc4ccccc4c(=O)n3Cc3ccco3)sc2c1	-6	5	-3	5	-1	-7	34	-7	1
CCOC(=O)c1ccc(S(=O)(=O)N2CCN(C(=O)CSc3nc4ccccc4o3)CC2)cc1	4	4	2	-3	-3	8	1	-2	-1
O=S(=O)(Nc1ccc(N=Nc2ccc(O)c3ccccc23)cc1)c1ccccc1	17	4	-1	-17	-3	7	-13	-4	-1
Cc1ccccc1NC1=CC(=O)CC(C)(C)C1	20	-4	-1	0	6	12	-2	1	8
CCCCCC(=O)N1CCN(c2ccc(C(C)=O)cc2F)CC1	23	-5	2	-1	7	8	7	-17	1
CC1=C(C(N)=O)C(c2cccs2)n2ncnc2N1 (stereo not drawn)	6	7	1	-1	-4	1	-1	.	-5
Cc1ccc(-c2ccc(C(=O)Nc3cccc(F)c3)o2)c2ccccc12	14	11	-1	2	-4	7	-9	.	6
COc1cc(/C=C/C(=O)O)ccc1S(=O)(=O)N1CCCc2ccccc21	1	2	-3	-3	0	-12	2	-10	-1
CN(c1ccccc1)c1nc(N)c([N+](=O)[O-])c(NCCO)n1	2	4	-3	-10	-11	-1	-3	0	-1
CCCCCCNCCn1cnc2c(N)ncnc21	-5	6	1	-11	1	-8	-2	-1	1
CCC1(CC)NC(=O)N(CC(=O)OCn2nnc3ccccc3c2=O)C1=O	2	0	-5	8	-10	2	6[fluorescence artefact?]	-35	-2
FC(F)(F)c1cccc(Nc2ncnc3ccccc23)c1	11	4	-2	0	-1	5	34	-8	3
COc1ccc(Cl)cc1Nc1nc(-c2sc(NC(=O)c3ccccc3)nc2C)cs1	11	-4	-1	-19	-5	4	65	-15	-9
CC(=O)Nc1ccc(-c2csc(Nc3ccc(S(N)(=O)=O)cc3)n2)cc1	3	7	-2	-5	8	-2	-4	-16	0
COc1ccc(NC(=O)NNC(=O)CCC(=O)Nc2ccccc2Cl)cc1	5	0	2	-1	3	6	-10	-2	2
CCN(CC)c1nc(OCCNC(=O)Nc2ccccc2)nc(N(CC)CC)n1	5	9	0	-20	18	5	69	-1	-11
COc1cc(/C=N/c2oc(-c3ccccc3)cc2C#N)ccc1O	12	-1	2	1	-12	-2	.	-10	.
Cc1onc(-c2ccccc2)c1-c1ccc(S(N)(=O)=O)cc1	.	1	-2	.	-10	.	1	.	1
CC(C)(C)NC(=O)c1ccc2nccnc2c1	0	3	-3	-22	-4	-6	8	-4	8
Cc1ccc(C)c(NC(=O)COC(=O)CCCN=C2NS(=O)(=O)c3ccccc32)c1	17	-1	0	7	.	10	10	-15	-6
O=C(c1cccc(Oc2c(Cl)cccc2[N+](=O)[O-])c1)N1CCCCC1	4	-2	1	-5	.	-1	-1	13	4
O=C(NC(=S)Nc1ccc(S(=O)(=O)N2CCCCC2)cc1)c1ccc(Cl)cc1	-1	0	4	-9	-5	-7	-4	-9	-2
COCC(C)n1c(C)cc(C(=O)CN2C(=O)NC(Cc3c[nH]c4ccccc34)C2=O)c1C (stereo not drawn)	-10	-6	-2	-8	-8	1	-2	-1	-8
COc1ccc(C(=O)NC(=S)N2CCN(C)CC2)cc1Br	3	0	-2	-2	22	-3	-5	-8	-2
O=C(O)CCn1c(CO)nc2ccccc21	11	2	-1	1	-3	6	15	-13	1
c1cnc(SCCOc2cccc3ccccc23)nc1	3	-1	0	-28	1	-14	-3	-40	2
O=C(N/N=C/c1coc2ccccc2c1=O)c1cc(O)cc(O)c1	9	30*	0	14	0	2	-9	-17	2
O=c1cc(-c2ccc(O)cc2)oc2c(O)c(O)c(O)c(O)c12	9	10	1	-9	18	2	46	-11	-2
CC(C)CC(=O)N/C(N)=N/c1nc2ccccc2o1	6	-8	1	-11	16	0	-1	-25	3
COc1ccc(CN(C)C2CCCCC2)c(C)c1C	7	2	3	3	-5	0	8	-14	-3
COc1ccc(Nc2nccc(N(C)C)c2C#N)cc1	3	0	8	.	.	-3	0	-13	2
Cc1cc(C(=O)Nc2sc3c(c2C#N)CCC3)no1	6	1	-1	-8	-2	-4	-7	-16	-3
O=C(CSc1nnc2sc3ccccc3n12)NCc1ccc2c(c1)OCO2	7	.	.	1	1	4	2	-29	-10
O=C1Nc2ccc(Br)cc2C1(O)Cc1ccncc1 (stereo not drawn)	13	-1	0	-14	2	1	5[fluorescence artefact?]	-4	-15
O=C(COC(=O)c1ccc(S(=O)(=O)NCc2ccco2)cc1)NC1CCCCCC1	7	-2	-2	-3	-1	-8	-7	-10	7
CNC(=S)N/N=C1\C(=O)c2cccc3cccc1c23	23	4	1	-49	-6	9	1	-8	-2
COC(=O)C1(S(=O)(=O)c2cccc3nsnc23)CC1	13	-2	2	-28	3	1	12	1	2

Whole records as entered above. Screens in order: FXIIa inh | p97 ATPase inh | Wee1 stabilizer | KLK5 inh | Rad51 HR inh | FXIa inh | 14-3-3 Bad PPI | Mdm2 ligase inh | eIF4E 4G PPI
O=C(CSc1nnc2sc3ccccc3n12)NCc1ccc2c(c1)OCO2 is listed as 7 | . | . | 1 | 1 | 4 | 2 | -29 | -10
O=C(O)CCn1c(CO)nc2ccccc21 is listed as 11 | 2 | -1 | 1 | -3 | 6 | 15 | -13 | 1
O=C(N/N=C/c1coc2ccccc2c1=O)c1cc(O)cc(O)c1 is listed as 9 | 30* | 0 | 14 | 0 | 2 | -9 | -17 | 2
CNC(=S)N/N=C1\C(=O)c2cccc3cccc1c23 is listed as 23 | 4 | 1 | -49 | -6 | 9 | 1 | -8 | -2
COC(=O)C1(S(=O)(=O)c2cccc3nsnc23)CC1 is listed as 13 | -2 | 2 | -28 | 3 | 1 | 12 | 1 | 2

Assay outcomes (PubChem BioAssay)

Random draw from the library (roughly 3.5% active in at least one column).
